Screening data from PubChem BioAssay.
Tb PGK inh – T. brucei PGK inhibition; PGK/GAPDH coupled, Kinase-Glo luminescence, 60 min; Potency, µM (top dose mostly 57.5 µM), for the others: top-dose activity change, negative = inhibition, usual class: inhibitors; actives 0.043% (n = 380,000); further: potency means the concentration at half of the fitted maximal effect; on the % scale 0 is the no-effect control and ±100 the full control effect; nearly all actives have a fitted effect of over 60% in size
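Luminescent ATP detection (Kinase-Glo Plus) follows a 60-minute room-temperature incubation, with wells lacking PGK as controls. Buffer: 100 mM TEA (pH 7.6), 5 mM MgCl2, 0.01% Tween-20. Coupling enzyme GAPDH (100 nM final) supplies unstable 1,3-BPG in-well.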
PI4K2A block – inhibitors of human PI4K2A | activity change, negative = inhibition, % at 76.9 µM | actives 0.13% (n = 420,000) | AID 1346378 | purified PI4K2A, ADP-Glo luminescence, 1 h; active compounds read low; in the data active means activity change below about -50%; inconclusive means mostly about -30% to -49%;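 further: -100% = wells without enzyme as full effect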
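ADP-Glo luminescence measured ADP generated by PI4K2A enzyme (4 ug/mL before mixing) with 1.2 mM PI substrate (pre-mix) and 300 microM ATP (pre-mix). Tris pH7.5 buffer with MgCl2, Triton X-100; 1 h reaction at ambient temperature.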
Pol eta inh – blocks human DNA polymerase eta activity; Q9Y253; recombinant Pol eta, fluorescent DNA replication assay; Potency, µM (highest dose often 114 µM), inactives show top-dose activity change, negative = inhibition, usual class: inhibitors; actives 1.2% (n = 390,000); AID 588591; further: potency means the concentration at half of the fitted maximal effect; on the % scale 0 is the no-effect control and ±100 the full control effect
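Fluorescent replication assay: 50 nM final substrate added after a 15 min room-temperature compound preincubation with 10 nM enzyme. Signal taken at 0 min and again at 10 min.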
Pin1 inh – human Pin1 inhibition; Pin1 FP peptide displacement, HiFluor488, 10 min; Potency, µM (doses to about 115 µM), for the others: at the top dose activity, negative = inhibition, most hits filed as inhibitors; actives 0.009% (n = 390,000); Q13526; active means well fitted inhibition curve with a large enough effect in the polarisation, with a control signal flat, not every such curve was filed as active; inconclusive means small, poorly fitted or top-dose-only effect, or effect the other way, or a change in a side signal; inactive means no such curve, though single readings can be large or run the other way; the % refers to the polarisation; further: potency means the concentration at half of the fitted maximal effect; on the % scale 0 is the no-effect control and ±100 the full control effect
JMJD2A Tudor inh – JMJD2A Tudor domain (human) inhibition; O75164; AlphaScreen JMJD2A-Tudor / H3K4me3 peptide binding; Potency, µM (highest dose often 114 µM), inactives show at the top dose activity change, negative = inhibition, actives largely listed as inhibitors; actives 4.4% (n = 390,000); AID 504339; further: potency means the concentration at half of the fitted maximal effect; on the % scale 0 is the no-effect control and ±100 the full control effect; nearly all actives have a fitted effect of over 50% in size
G9a inh – inhibitors of human histone lysine methyltransferase G9a. Q96KQ7. G9a H3K9 monomethylation, AlphaScreen, 2 h. Potency, µM (titrated, usually from 102 µM), for inactives: at the top dose activity, negative = inhibition, actives largely listed as inhibitors. actives 8.8% (n = 350,000). AID 504332; further: potency means the concentration at half of the fitted maximal effect; on the % scale 0 is the no-effect control and ±100 the full control effect; nearly all actives have a fitted effect of over 75% in size
Target sequence (Q96KQ7 913-1193 limits assumed): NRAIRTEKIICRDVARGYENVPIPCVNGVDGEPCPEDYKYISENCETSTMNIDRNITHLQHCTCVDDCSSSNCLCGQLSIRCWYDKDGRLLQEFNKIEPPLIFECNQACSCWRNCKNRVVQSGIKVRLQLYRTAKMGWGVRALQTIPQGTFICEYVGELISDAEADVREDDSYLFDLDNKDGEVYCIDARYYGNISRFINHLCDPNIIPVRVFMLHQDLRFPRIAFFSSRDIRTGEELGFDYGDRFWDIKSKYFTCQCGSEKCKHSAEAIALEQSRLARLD
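Enzyme 20 nM + cpd, 15 min RT; add b-H3K9 pep 500 nM / SAM 20 uM; 2 h RT; anti-H3K9me1 Ab 0.5 ug/mL + SA donor / anti-rabbit acceptor beads 20 ug/mL each, 10 min; AlphaScreen read.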
BAZ2B inh – blocks human BAZ2B. Q9UIF8. AlphaScreen BAZ2B-H3K14Ac peptide displacement. Potency, µM (titrated, usually from 114 µM), for the others: top-dose activity change, negative = inhibition, usual class: inhibitors. actives 4.4% (n = 360,000). AID 504333; further: potency means the concentration at half of the fitted maximal effect; on the % scale 0 is the no-effect control and ±100 the full control effect; nearly all actives have a fitted effect of over 60% in size
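In this displacement format the biotinylated H3(5-23) peptide acetylated at Lys14 serves as ligand at 50 nM, with BAZ2B at 50 nM in PBS pH 7.4 containing 0.01% Tween-20. Donor and acceptor beads are 10 ug/mL final.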
GLS inhibitor – blocks human kidney-isoform glutaminase activity; GLS enzymatic activity, qHTS titration; Potency, µM (titrated, usually from 45.5 µM), for inactives: at the top dose activity change, negative = inhibition, usual class: inhibitors; actives 0.21% (n = 410,000); AID 624170; further: potency means the concentration at half of the fitted maximal effect; on the % scale 0 is the no-effect control and ±100 the full control effect
Target sequence (O94925 whole entry, looked up, canonical isoform): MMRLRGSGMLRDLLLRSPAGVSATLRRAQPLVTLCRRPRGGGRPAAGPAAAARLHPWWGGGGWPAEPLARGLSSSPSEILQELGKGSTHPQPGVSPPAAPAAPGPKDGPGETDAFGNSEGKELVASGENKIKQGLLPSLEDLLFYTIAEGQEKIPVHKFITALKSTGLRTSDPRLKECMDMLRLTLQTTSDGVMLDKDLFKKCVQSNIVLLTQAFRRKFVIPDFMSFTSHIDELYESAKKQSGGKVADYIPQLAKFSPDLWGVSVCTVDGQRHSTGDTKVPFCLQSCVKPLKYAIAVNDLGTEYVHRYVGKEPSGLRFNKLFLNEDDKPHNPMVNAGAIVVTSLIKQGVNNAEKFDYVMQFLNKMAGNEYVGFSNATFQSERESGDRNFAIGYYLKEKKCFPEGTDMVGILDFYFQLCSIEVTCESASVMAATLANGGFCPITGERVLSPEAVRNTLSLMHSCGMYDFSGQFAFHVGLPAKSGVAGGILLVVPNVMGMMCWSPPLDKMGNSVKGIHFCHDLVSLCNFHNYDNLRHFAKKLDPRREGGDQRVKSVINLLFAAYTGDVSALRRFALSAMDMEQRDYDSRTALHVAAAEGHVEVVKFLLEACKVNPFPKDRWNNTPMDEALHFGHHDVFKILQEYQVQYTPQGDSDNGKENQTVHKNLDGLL
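Human kidney-isoform GLS in 45 mM KH2PO4 pH 8.2, 0.02% Tween-20, with compound, started with 1mM L-Glutamine (added stock). Glutamate oxidase/HRP/Amplex red coupled fluorescence read at start and after 30 min at RT.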
HP1b binding inh – HP1-beta chromodomain-methylated histone interaction inhibition; Potency, µM (doses to about 114 µM), for inactives: at the highest dose activity change, negative = inhibition, actives largely listed as inhibitors; AID 540317; P83916; AlphaScreen HP1-beta / biotin-H3K9me3 peptide binding; actives 0.56% (n = 390,000); further: potency means the concentration at half of the fitted maximal effect; nearly all actives have a fitted effect of over 70% in size; inactives centre near 23
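HP1-beta protein (50 nM final) preincubated 30 min at room temperature with biotinylated H3(1-18)K9me3 peptide (50 nM) in PBS pH 7.4, 0.01% Tween-20, then compound added for 30 min. AlphaScreen streptavidin donor/nickel chelate acceptor beads (10 ug/mL final), 30 min dark, luminescence read.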
* marks the source's active call; other numbers are inactive results; i = inactive; ? = inconclusive; · = not tested or not shown; & = joins results of further samples; [ ] = dose if it differs, or a comment. Unless noted, the call rests on the fitted dose curve; in most records, active means well fitted curve in the direction sought with a large enough effect; inconclusive means small, poorly fitted or top-dose-only effect, or another doubt; inactive means no such curve, though single readings can be large; an effect the other way counts as inactive or inconclusive. A portion of the library (hit frequency here may not be typical).

Tb PGK inh,PI4K2A block,Pol eta inh,Pin1 inh,JMJD2A Tudor inh,G9a inh,BAZ2B inh,GLS inhibitor,structure,HP1b binding inh
4%,7,-15%,1%,-25%,17%[59 µM],-1%,6%,CCOc1ccc(C(=O)Nc2cc(-c3nc4ccccc4[nH]3)ccc2C)cc1[N+](=O)[O-],13%
i,12,-17%,10%,?,?,?,?,O=C(CCN1CCc2ccccc2C(c2ccccc2)C1)c1ccc2c(c1)OCCO2 (stereo not given),-13%
-10%,-1,10%,-8%,-19%,34%[activator],2%,12%,Cc1ccc2nc(NS(=O)(=O)c3cn(C)nc3C)sc2c1,25%
i,0,-17%,-1%,-24%,-25%[59 µM],-31%,-1%,Cc1cc(=O)n(C)c(=O)n1CCCCCCOc1cccc([N+](=O)[O-])c1,8%
-1%,-5,-4%,·,·,·,·,2%,C[C@@H]1CN(Cc2nnnn2CC(=O)NCCCn2cccn2)C[C@H](C)O1,·
-6%,3,-3%,26%,-1%,-10%[59 µM],-7%,6%,CC(C)c1cc(C(=O)Nc2cc(Cl)ccc2O)no1,8%
2%,-1,-4%,1%,-19%,22%[59 µM],-8%,4%,CC(C)NC(=O)c1ccc(NC(=O)N2CCCCc3ccccc32)cc1,31%
-9%,-4,-7%,1%,-12%,24%[12.7 µM],4%,10%,COc1ccc(Cl)cc1C(=O)Nc1cc(=O)n(C)c(=O)n1C,27%
i,4,-24%,-4%,8%,-16%[59 µM],3%,-4%,COc1nc(NC2CCCCC2)nc(N2CCCCCC2)n1,65%[activator]
i,2,-7%,35%[activator],?,·,·,-1%,COc1cccc(C=CC(=O)C=CC=Cc2ccccc2)c1,-34%
-2%,-1,-13%,0%,-36%,-13%,-27%,11%,CCn1c(CN2CCN(C(c3ccccc3)c3ccccc3)CC2)nc2c1c(=O)n(C)c(=O)n2C,?
-2%,-3,-19%,2%,-16%,20%[59 µM],-3%,19%,Cc1ccc(OCC(=O)N/N=C2/SCC(=O)N2Cc2ccccc2)cc1,?
i,-7,-10%,0%,-15%,-9%[2.33 µM],-2%,9%,O=C(CSc1nc(O)c(Cc2ccccc2F)c(=O)[nH]1)N1CCCCCC1,16%
i,2,-12%,-4%,-21%,5%[12.7 µM],-36%,0%,CC1(C)C2CCC1(C)C(OC(=O)CCn1ccnc1)C2 (stereo not given),24%
-10%,5,-6%,-2%,13%,·,0%,4%,O=C(Cc1ccccc1)NC(NCCc1ccccc1)C(Cl)(Cl)Cl (stereo not given),74%
-8%,3,-6%,40%[activator],-19%,3%,-4%,4%,O=c1c2ccccc2nc(COc2ccccc2)n1/N=C/c1ccco1,9%
3%,1,-10%,-4%,-12%,?,-4%,9%,CC1=C(C(=O)Nc2ccc(Cl)cc2)C(c2ccncc2)C(C#N)=C(SCC(N)=O)N1 (stereo not given),41%
-3%,1,-8%,-7%,-8%,3%[59 µM],1%,-10%,CCOc1ccc(CNC(=O)C2CCN(S(=O)(=O)CC)CC2)cc1OC,30%
-5%,3,2%,4%,-7%,13%[59 µM],-7%,39%[activator],CCC(=O)NCCc1c[nH]c2ccccc12,46%[activator]
i,4,-17%,?,-36%,-44%[59 µM],-9%[57.1 µM],-15%,COc1ccc(-n2ncc(C(=O)Nc3ccc4c(c3)OCCO4)c2C2CCN(C(=O)OC(C)(C)C)CC2)cc1,11%
0%,6,-7%,-18%,?,2%[0.0925 µM],-1%,5%,CNc1oc(C)nc1S(=O)(=O)c1ccc(C)cc1,?
-5%,-10,?,21%,35µM*,3.5µM*,50µM*,-16%,CC(C)NC(=O)c1cc(-c2ccco2)nn1-c1ccc(Cl)cc1,?
1%,0,-9%,26%,-24%,9%[0.501 µM],-8%,-5%,COc1cc(OC)cc(-c2c(C#Cc3ccsc3)c3cc(-c4ccc(C(N)=O)cc4)ccc3n2C)c1,15%
-1%,4,2%,-3%,-8%,6%,-20%,5%,O=C(Nc1ccc(F)cc1)c1nn(-c2ccccc2)c(=O)cc1Cl,35%
7%,1,-18%,-2%,-3%,-7%[0.501 µM],5%,-1%,COc1ccc(CCn2nnnc2CN2CCN(C(=O)c3ccco3)CC2)cc1OC,30%

Entries of single compounds as entered above.
Entry for COc1ccc(CCn2nnnc2CN2CCN(C(=O)c3ccco3)CC2)cc1OC : Tb PGK inh: 7%; PI4K2A block: 1; Pol eta inh: -18%; Pin1 inh: -2%; JMJD2A Tudor inh: -3%; G9a inh: -7%[0.501 µM]; BAZ2B inh: 5%; GLS inhibitor: -1%; HP1b binding inh: 30%
Entry for CC(C)c1cc(C(=O)Nc2cc(Cl)ccc2O)no1 : Tb PGK inh: -6%; PI4K2A block: 3; Pol eta inh: -3%; Pin1 inh: 26%; JMJD2A Tudor inh: -1%; G9a inh: -10%[59 µM]; BAZ2B inh: -7%; GLS inhibitor: 6%; HP1b binding inh: 8%

Next section
Tb PGK inh,PI4K2A block,Pol eta inh,Pin1 inh,JMJD2A Tudor inh,G9a inh,BAZ2B inh,GLS inhibitor,structure,HP1b binding inh
-11%,2,-10%,4%,-11%,-26%[59 µM],-18%,-4%,COc1ccccc1N1C(=O)C2C3C=CC(C3)C2C1=O (stereo not given),18%
-4%,-2,-17%,4%,4.5µM*,-16%[0.501 µM],-11%,-9%,CCOc1ccc(N2C(=O)CC(Sc3n[nH]c(-c4ccccc4)n3)C2=O)cc1 (stereo not given),?
17%,4,-2%,2%,-20%,-34%[59 µM],-5%,2%,O=C(NC1CCN(Cc2ccccc2)CC1)c1ccc(Cn2c(=O)c3ccccc3n(Cc3ccc(F)cc3)c2=O)cc1,14%
2%,-2,-12%,10%,-8%,35%[activator],-1%,4%,COC(=O)c1c(C)nn(-c2ccc(OC(F)(F)F)cc2)c1-c1snnc1C,23%
-2%,4,-20%,-2%,-27%,10%,-8%,1%,COc1ccc(OC2C(=O)N(c3cc(C)ccc3C)C2c2ccc(OC)c(OC)c2)cc1 (stereo not given),10%
0%,8,-16%,1%,4%,39%[59 µM],1%,0%,COc1ccc(C2Nc3ccccc3C(=O)N2Cc2ccccc2)cc1 (stereo not given),52%[activator]
-2%,-26,-14%,?,79µM*,40µM*,56µM*,2%,Cc1c(C=O)c(Cl)n(C)c(=O)c1C#N,12%
-1%,-1&1,3%&-20%,12%&9%,-26%&-16%,-42%&-10%[59 µM],-10%&5%,19%&27%,CCOc1cc(/C=C(\C#N)C(=O)NCC2CCCO2)ccc1O (stereo not given),20%&5%
-1%,79,10µM*,16%,?,?,-3%,-13%,Cc1ccc(/C=c2\sc3nc(-c4cccnc4)nn3c2=O)cc1,8%
-3%,1,-10%,0%,-28%,-16%[2.33 µM],-37%,-8%,Cc1cc(C)cc(N2C(=O)CSC2c2cccs2)c1 (stereo not given),4%
-6%,7,-14%,0%,?,-38%[59 µM],-38%,-6%,CN(c1ccc(C(=O)N2CCN(Cc3ccc4c(c3)OCO4)CC2)cc1)S(=O)(=O)c1ccccc1,-6%
-2%,5,-23%,10%,-8%,·,?,6%,CCCc1[nH]nc2c1C(c1ccsc1)C(C#N)=C(N)O2 (stereo not given),33%
0%&-5%,1&2,-1%&-1%,-7%&-7%,-22%&-11%,54%[activator],-13%&-9%,1%&-6%,O=C(CCS(=O)(=O)c1cc2c(cc1Cl)NC(=O)CO2)NCCc1ccccc1,29%&40%
-13%,0,-6%,1%,-13%,5%[59 µM],9%,0%,CC1CC(C)CN(c2cc(=O)n(Cc3ccc(F)cc3)c(=O)[nH]2)C1 (stereo not given),33%
-4%[11.5 µM],-5,-6%,-3%,-24%,1%[59 µM],?,4%,O=C(Cc1ccccc1)Nn1cnc2ccccc21,25%
-1%,3,-11%,1%,-15%,0%,7%,-4%,O=C(CCNS(=O)(=O)c1ccc(Cl)cc1)N1CCN(c2ccccn2)CC1,-23%
-2%,0,-7%,0%,-7%,14%[2.33 µM],9%,10%,CC1(C)CC(=O)C2=C(C1)N(c1cccc(Cl)c1)C(=O)NC2(C(F)(F)F)C(F)(F)F,28%
11%,0,-20%,28%,-8%,-3%[12.7 µM],-10%,26%,Cc1nc(N)sc1N=Nc1c(C)n(C)n(-c2ccccc2)c1=O,-4%
-7%,6,-24%,1%,-10%,-1%,-16%,-10%,COc1ccc(C2c3cc(OC)c(OC)cc3CCN2S(C)(=O)=O)cc1OC (stereo not given),45%[activator]
-5%,0,-5%,25%,3%,2%,-11%,0%,Cc1nc2sc(-c3ccccc3)cc2c(=O)n1/N=C/N(C)C,35%
-4%,-9,-21%,-2%,1%,10%,7%,-3%,CCS(=O)(=O)NCc1csc(-c2ccccc2)n1,26%
-6%,2,2%,16%,-27%,-2%,-31%,3%,CCc1ccc(C(=O)NNC(=O)C2CCN(c3ncnc4sc(C)c(C)c34)CC2)cc1,19%
-2%,0,-7%,-3%,-8%,·,·,1%,O=C(C[C@@H]1C/C=C\CC[C@@H](Cc2ccc(F)cc2)C(=O)OC[C@@H]2CCCN2C1=O)NCCO,43%[activator]
-5%,5,-7%,?,-5%,-50%,1%,-1%,Cc1noc(C)c1S(=O)(=O)N(CC(=O)N1CCCCCC1)c1ccc(C(C)C)cc1,46%[activator]
-11%,1,-5%,-1%,-10%,-34%,-30%,-7%,O=C(NN=C1c2ccccc2-c2ccccc21)c1ccccc1Br,1%
